Screening data from PubChem.
Furin inh: human furin inhibitors, primary screen, biochemical, fluorescence intensity | P09958 | purified furin, fluorogenic substrate cleavage | inhibition, % at 30 µM | actives 0.061% (n = 220,000); in the data active = inhibition above about 25%; also: inactives centre near -15
hK5 inh: human KLK5 protease inhibitors, primary screen, biochemical, 1536-well; Kallikrein-5 (Homo sapiens), Q9Y337; recombinant hK5, fluorogenic AMC substrate cleavage; inhibition, % at 5 µM; actives 0.59% (n = 210,000);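 active = inhibition of 40% or more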;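 also: 0% = enzyme controls without compound and 100% = no-enzyme blanks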
EBV gp42 inh: Epstein-Barr virus gp42 inhibitors, primary screen, biochemical, uHTS, fluorescence polarization | Glycoprotein 42 (Epstein-Barr virus (strain AG876)), Q1HVG2 | Fluorescence polarization binding assay, mP read-out | inhibition, % (tested at 21.74 µM) | actives 0.42% (n = 220,000) | AID 1085, 2008; in the data active = inhibition above about 50%
Target sequence (Q1HVG2 whole entry, looked up): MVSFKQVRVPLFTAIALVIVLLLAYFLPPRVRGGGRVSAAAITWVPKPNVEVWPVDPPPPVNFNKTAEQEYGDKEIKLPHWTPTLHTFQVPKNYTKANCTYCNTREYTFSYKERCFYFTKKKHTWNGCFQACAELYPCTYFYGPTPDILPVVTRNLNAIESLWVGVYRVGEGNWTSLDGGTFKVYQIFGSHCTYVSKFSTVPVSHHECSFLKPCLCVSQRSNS
eIF4E 4G PPI: eIF4E–eIF4G protein interaction inhibitors, primary screen, biochemical, uHTS, TR-FRET, eIF4GI fragment; Eukaryotic translation initiation factor 4E (Mus musculus) + Eukaryotic translation …; TR-FRET eIF4E-eIF4GI(517-606) binding, 2 h; inhibition, % at 21.7 µM; actives 0.37% (n = 220,000); AID 782, 2007;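 also: 0% = full FRET control wells and 100% = background wells lacking eIF4GI fragment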
14-3-3 Bad inh: inhibitors of 14-3-3 zeta/Bad binding, primary screen, biochemical, TR-FRET, bovine 14-3-3 zeta; 14-3-3 protein zeta/delta (Bos taurus), P63103; actives 0.71% (n = 220,000); AID 781, 2007; inhibition, % at 21.7 µM; TR-FRET 14-3-3zeta/Dy647-pBad peptide displacement, 1 h;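 active = inhibition above about 70%, limit read from the data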;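 also: 0% = full 14-3-3 plus peptide FRET controls and 100% = background without 14-3-3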
Thrombin inh: human alpha-thrombin inhibitors, primary screen, counter-screen for coagulation protease inhibitor project, biochemical, 1536-well, fluorogenic AMC substrate; Boc-VPR-AMC fluorogenic substrate cleavage; actives 0.26% (n = 220,000); Prothrombin (Homo sapiens), P00734; AID 1046, 2008; inhibition, % at 5 µM;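 active = inhibition at or above 40%; inactive = inhibition below 40%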;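 also: 0% = enzyme with no compound and 100% = wells without enzyme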
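System – human alpha-thrombin · Medium – pH 7.5 Tris (50 mM) with NaCl 150 mM, Tween 20 0.05% · Compound – single-point dosing at 5 µM, 0.2% DMSO · Incubation – enzyme reaction carried out at room temperature · Technique – fluorescence of released AMC, ex 355 nm, em 460 nm · Read-out basis – % inhibition of thrombin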
Rad51 HR inh: human RAD51 strand exchange inhibitors, primary screen, biochemical, fluorescence; inhibition, % at 10 µM; AID 1385, 2008; hRad51 DNA strand exchange, fluorescence dequenching; actives 0.085% (n = 200,000);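 active = inhibition above 40% at the single screening dose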;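 also: 0% = DMSO control wells and 100% = blanks with heterologous ssDNA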
Target sequence (Q06609 whole entry, looked up): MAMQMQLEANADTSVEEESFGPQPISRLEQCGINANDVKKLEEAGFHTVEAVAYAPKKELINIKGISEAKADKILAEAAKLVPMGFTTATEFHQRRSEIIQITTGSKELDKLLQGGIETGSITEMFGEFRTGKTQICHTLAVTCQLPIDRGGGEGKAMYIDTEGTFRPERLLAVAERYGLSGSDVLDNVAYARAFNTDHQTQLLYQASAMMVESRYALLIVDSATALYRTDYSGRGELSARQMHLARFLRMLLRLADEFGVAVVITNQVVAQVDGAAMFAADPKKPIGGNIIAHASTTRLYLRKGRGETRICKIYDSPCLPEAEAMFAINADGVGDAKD
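material = hRad51 filaments on single-stranded DNA | reagent = Donor/quencher-labelled 47-bp dsDNA substrate | compound = 10 µM final, single point | schedule = strand-exchange reaction 15 min at room temperature | measured by = fluorescein emission 520 nm, excitation 485 nm | read-out basis = % inhibition versus plate control and blank means | benchmarks = plate controls and plate blanks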
p47phox inh: p47phox/p22phox peptide binding inhibitors, primary screen, biochemical, uHTS, NADPH oxidase regulatory subunit; Neutrophil cytosol factor 1 (Homo sapiens), P14598; fluorescence polarization, 2 h; inhibition, % at 24.7 µM; actives 0.53% (n = 220,000); AID 1274, 2008;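 also: 0% = p47phox with labelled peptide and 100% = labelled peptide alone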
Target sequence (P14598 whole entry, looked up): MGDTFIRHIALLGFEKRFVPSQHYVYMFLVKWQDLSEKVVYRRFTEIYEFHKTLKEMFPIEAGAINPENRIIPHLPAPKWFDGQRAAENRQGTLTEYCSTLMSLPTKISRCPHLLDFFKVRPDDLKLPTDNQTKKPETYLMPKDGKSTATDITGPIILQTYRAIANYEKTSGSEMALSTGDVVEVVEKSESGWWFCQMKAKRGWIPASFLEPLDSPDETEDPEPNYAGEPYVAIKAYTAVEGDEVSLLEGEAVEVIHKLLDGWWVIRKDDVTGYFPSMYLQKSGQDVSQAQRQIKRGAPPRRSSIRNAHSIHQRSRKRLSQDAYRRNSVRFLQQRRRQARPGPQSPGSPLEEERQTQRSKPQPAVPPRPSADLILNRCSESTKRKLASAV
Cl transport mod: KCC2 cotransporter modulators, thallium flux, primary screen, cell-based, HEK293 KCC2, FluoZin-2 fluorescence, MLSMR; Solute carrier family 12 member 5 (Homo sapiens), Q9H2X9; KCC2 cells, thallium flux FluoZin-2 fluorescence; B-score of Tl+ flux slope (higher = more flux/activation; lower = inhibition) at 10 µM; actives 2.2% (n = 190,000);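 active = thallium flux slope and its plate-corrected score both differing from the plate sample mean at a set confidence after two filtering rounds, in either direction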;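 also: slope of fluorescence scaled to starting intensity during 10 to 20 s after thallium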
Numbers without * were called inactive; . = no result given; [ ] = dose if it differs, or a comment.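 The calls were made as follows, unless noted: active = inhibition above about 30% (limit read from the data); inactive = the rest.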

SMILES	Rad51 HR inh	Furin inh	Cl transport mod	p47phox inh	hK5 inh	Thrombin inh	EBV gp42 inh	eIF4E 4G PPI	14-3-3 Bad inh
O=[N+]([O-])c1cccc(-c2cnc3ccccc3n2)c1	15	-11	0.28	-2	-5	-7	-2	3	14
Cc1nn(-c2ccccc2)c2sc(C(=O)N3CCc4ccccc4C3)cc12	-4	-13	-1	-15	-13	-3	-16	1	-1
O=C(COC(=O)c1cc(S(=O)(=O)N2CCCCC2)ccc1Cl)NCc1ccco1	6	-13	-2.7	0	7	-1	-7	2	-13
CC1(C)CC2CC(C)(CN2c2ncnc3ccccc23)C1 (stereo unspecified)	-2	-20[20 µM]	0.72	-7	-3	-7	1	2	8
COc1ccc(C(=O)N/C(N)=N/c2nc3ccccc3o2)cc1	0	-22	.	-21	2	-4	-27	-8	8
CCN(CC)c1ncnc2c1ncn2Cc1c(Cl)cccc1Cl	1	-14[20 µM]	-0.77	11	-7	-2	-5	-5	1
c1cc(C2CCN(Cc3nc(-c4ccc5c(c4)OCO5)no3)CC2)ccn1	23	-20	0.52	4	.	-6	-4	2	37
CCOC(=O)C1C(=O)NC(N2CCN(c3ccccc3)CC2)=NC1c1ccccc1 (stereo unspecified)	1	-20[20 µM]	1	-9	-18	5	-3	0[fluorescence artefact?]	3[fluorescence artefact?]
O=C(Nc1cccc(Cl)c1)c1cc(S(=O)(=O)NCCc2ccc(Cl)cc2)ccc1F	-5	-15	-0.38	-1	-3	-7	-3	-2	9[fluorescence artefact?]
CN(c1ccc(C(=O)NCc2ccccc2)cc1)S(C)(=O)=O	5	-18[20 µM]	-0.21	-1	40*	25	-8	0	-5
Cc1ccc(-c2nn3c(C)nnc3c3ccccc23)cc1S(=O)(=O)NCc1ccco1	6	-26[20 µM]	.	-8	-3	-8	-25	5	1
Cn1c(N)c(C(=O)COC(=O)C2(c3ccc(F)cc3)CCCC2)c(=O)n(C)c1=O	8	-16	-0.47	20	-13	-7	-19	1	-8
O=S(=O)(c1ccc(Cl)s1)N1CCN(c2ncccn2)CC1	-5	-20[20 µM]	0.62	-6	-4	-8	-10	3	5
Cc1ccnc(N2C(=O)C3C4CC(C(Br)C4Br)C3C2=O)c1 (stereo unspecified)	-2	-17[20 µM]	.	-18	39	0	2	-10	-2
COc1ccc(Cc2nnc(SCC(=O)N3CCCC3)o2)cc1	-2	-20	0.022	4	-1	-13	-4	-3	-5
COC(=O)c1cc(Cl)c(NC(=O)Cc2ccccc2)cc1OC	9	-16	-1.2	-4	-13	-4	5	1	-3
COc1cccc(NC(=O)COc2cccc(-n3cnnn3)c2)c1	11	-25	0.13	-2	-5	-7	-5	1	1
c1ccc(C[n+]2cccc(-c3ccccc3)c2)cc1	-7	-10	-0.18	-6	-20	-12	-7	8[fluorescence artefact?]	-21
CCN(CC)S(=O)(=O)N1CCC(C(=O)NC(C)CCc2ccccc2)CC1 (stereo unspecified)	5	-9	0.2	0	6	-4	-10	-9[fluorescence artefact?]	0[fluorescence artefact?]
Cc1ccccc1-c1nc(Cc2ccc(Cl)cc2)no1	3	-17[20 µM]	0.29	-9	-28	-3	-20	1	3
O=C(CCc1c[nH]c2ccccc12)NCC1CCCO1 (stereo unspecified)	-6	-38	0.23	-4	-22	-6	-13	-7	2
CC1=CC(=O)C(C(C)C)=C/C1=N/OS(=O)(=O)c1ccccc1	-9	-1	-2.5	-13	-2	-2	-16	-5	0
Cc1ccc(C2CC(c3cccc(C)c3)n3nc(N)nc3N2)cc1 (stereo unspecified)	2	-28	1.4	-9	-8	-3	-14	-3	3[fluorescence artefact?]
CCOc1cc(CNn2c(C)nnc2SCC(=O)NC(C)(C)C)ccc1OCC(=O)NC(C)(C)C	-8	-10	-0.1	-2	1	16	-10	-4	0
CN1CCN(c2ccc(S(=O)(=O)N3CCCCC3)cc2NC(=O)c2ccc3ccccc3c2)CC1	6	-22	-0.05	-20	-8	-3	-15	3	4
Nc1ccc(N2CCOCC2)cc1C(F)(F)F	.	-12	0.41	-3	-7	4	4	3	-10
COC(=O)C1=C(C)NC(=O)C1(NC(=O)c1ccncc1)C(F)(F)F (stereo unspecified)	7	-30	0.42	-9	-19	2	-3	-8	-5
COc1cccc(/C=N\NC(=O)C2=NNC(=O)C2C)c1O (stereo unspecified)	4	-22	0.047	-4	-28	-7	-3	0[fluorescence artefact?]	-3
Cc1cc(=O)n2c(sc3ccccc32)c1C#N	-35	-11	0.21	-26	-5	-12	1	-3	6
CC(=O)N1CCc2cc(S(=O)(=O)NC(CC(C)C)C(=O)Nc3ccc4c(c3)OCCO4)ccc21 (stereo unspecified)	-6	-21	0.015	0	18	-4	-4	-1	-5
CCc1nc(-c2cc3ccc(C)cc3[nH]c2=O)no1	6	-23	-0.29	1	-4	2	-6	-5	0
O=C(CN1C(=O)C2CC=CCC2C1=O)Nc1nnc(SCc2c(Cl)cccc2Cl)s1 (stereo unspecified)	-1	-15[20 µM]	0.052	-17	-2	3	-32	-20	-9
CC(C)OP(=O)(OC(C)C)/C(C=O)=N\Nc1ccc([N+](=O)[O-])cc1	-1	-2	0.11	3	3	1	-16	-1	-1
CC(=O)N1CCN(C(=O)c2ccc(-n3c(C)ccc3C)cc2)CC1	-4	4	-1.1	-5	14	14	-13	1	0
Cc1cc(NC(=O)c2ccc(C)s2)n(-c2nc3ccccc3[nH]2)n1	.	-31	1.4	-10	-23	3	7	0[fluorescence artefact?]	11
CCc1nnc(NC(=O)c2ccc(S(=O)(=O)N3CCCc4ccccc43)cc2)o1	3	-14[20 µM]	.	0	-123	-10	6	6	-7
CC(C)CN1C(=O)NC(NS(=O)(=O)c2ccc(N)cc2)(C(F)(F)F)C1=O (stereo unspecified)	14	-14	0.3	4	-20	-3	-18	-2	-12
O=C(CCOc1ccccc1)NCc1ccccc1	0	-3[20 µM]	0.34	-7	5	2	-10	0[fluorescence artefact?]	14[fluorescence artefact?]
O=C(COn1nnc2ccc(S(=O)(=O)N3CCOCC3)cc21)Nc1c(F)c(F)c(F)c(F)c1F	-11	-9	-0.28	-1	-7	-2	-12	5	4
OCn1ncn(-c2ccccc2)c1=S	2	-20	-0.14	-16	-24	-2	-21	-7	15
Nc1nnc(CC(=O)N/N=C/c2ccc(-c3ccc(Cl)cc3Cl)o2)s1	-3	-17	.	-2	0	-3	6	-17	49
COc1ccccc1CCNC(=O)c1csc2c1CCCC2	15	-21	-1.2	-9	-15	6	-2	2	2
CCCCCc1cc(=O)oc2c(C(CCN3CCCC(C)C3)c3ccc(N(C)C)cc3)c(OC)cc(OC)c12 (stereo unspecified)	6	-81	1.2	20	0	-5	-1	3	8
Cc1cccc(C)c1NC(=O)C/C(N)=N/O	2	-13	-0.78	8	2	-4	-13	1	3
CC(=O)Nc1cccc(C(=O)/C=C/c2cccs2)c1	-3	-2	-0.21	-4	-6	-1	-6	-1[fluorescence artefact?]	7[fluorescence artefact?]
CCOC(=O)c1c(N)sc2c1CCC(C)C2 (stereo unspecified)	0	-6	0.85	-6	-6	-2	-9	12	-18
Cc1cc(/C=N/NC(=O)C(O)(c2ccccc2)c2ccccc2)c(C)n1-c1ccccc1	.	-22	-0.61	-35	-20	-1	-16	5	-5[fluorescence artefact?]
Fc1ccc(CSc2ncnc3sc4c(c23)CCCC4)cc1	0	-27	1.4	4	-7	1	2	-3[fluorescence artefact?]	-5[fluorescence artefact?]
COc1ccc(/C(O)=C2/C(=O)C(=O)N(Cc3cccnc3)C2c2ccco2)cc1OC (stereo unspecified)	-3	-3[20 µM]	.	-5	5	6	-14	-1	45
Cc1ccc(C2CCN(C(=S)Nc3cccc(Cl)c3)C2)cc1 (stereo unspecified)	.	-21	-2	-5	.	-4	-7	-1	-9

Record cards, from the list above:
c1cc(C2CCN(Cc3nc(-c4ccc5c(c4)OCO5)no3)CC2)ccn1 across the screens: Rad51 HR inh: 23; Furin inh: -20; Cl transport mod: 0.52; p47phox inh: 4; hK5 inh: .; Thrombin inh: -6; EBV gp42 inh: -4; eIF4E 4G PPI: 2; 14-3-3 Bad inh: 37
OCn1ncn(-c2ccccc2)c1=S across the screens: Rad51 HR inh: 2; Furin inh: -20; Cl transport mod: -0.14; p47phox inh: -16; hK5 inh: -24; Thrombin inh: -2; EBV gp42 inh: -21; eIF4E 4G PPI: -7; 14-3-3 Bad inh: 15

The listing continues:
SMILES	Rad51 HR inh	Furin inh	Cl transport mod	p47phox inh	hK5 inh	Thrombin inh	EBV gp42 inh	eIF4E 4G PPI	14-3-3 Bad inh
CCCS(=O)(=O)Nc1c(C(=O)O)[nH]c2ccccc12	-6	-9[20 µM]	.	-12	-13	-2	-10	5	38
CCn1c(SCC(=O)Nc2nc(-c3ccccc3)cs2)nc2c1c(=O)n(C)c(=O)n2C	6	-19	-0.74	3	-12	-4	-13	22	14
O=C(c1ccc(S(=O)(=O)c2cccc(Cl)c2)c([N+](=O)[O-])c1)N1CCN(c2ccccn2)CC1	3	-16	-5*	-1	-7	4	7	-4	3
Cc1cc(C(=O)COC(=O)c2ccccc2O)c(C)n1Cc1cccs1	0	-13[20 µM]	-0.34	-34	-2	1	-15	12	-15[fluorescence artefact?]
O=C(CCN1CCCCC1)NNC(=S)NC(=O)c1ccc(Br)cc1	4	-6	1	-4	-8	-11	-6	-1	-18
O=S(=O)(Cc1ccccc1)NCc1cccnc1	0	-3[20 µM]	.	-1	7	4	-23	-2	2
COc1ccc(S(=O)(=O)N2CCCC(C(=O)NCc3ccncc3)C2)cc1 (stereo unspecified)	11	-15[20 µM]	-0.31	3	0	-5	-2	2	1
O=C(CS(=O)(=O)Cc1ccccc1)Nc1nc2ccccc2s1	-2	-21[20 µM]	-1.1	56*	1	6	-27	-2	-4
O=C1Nc2ccccc2/C1=N/N=C/c1ccc(-c2ccc([N+](=O)[O-])cc2)o1	0	-26	0.62	51*	-1	.	45	15	95*
COc1ccc(C2c3ccc(O)cc3Oc3ncn(Cc4ccco4)c(=N)c32)cc1 (stereo unspecified)	.	1	-1.5	-20	-2	-6	2	3	-7
CC(C)Cc1ccc(C#N)c(SCC(N)=O)n1	-4	-10	.	-9	-20	-10	-15	-7	-2[fluorescence artefact?]
NC(=O)C1=C[C@@H](c2ccc(C(F)(F)F)cc2)C[C@@H](OCCCCO)O1	-2	-23	-0.51	-10	-1	-4	-6	3	-2
